Bioassay records deposited in PubChem BioAssay by several laboratories.
bCat nuc transl = modulators of beta-catenin nuclear translocation, primary screen, imaging, HeLa cells, immunofluorescence, high-content; 190,000 compounds, 0.3% hits; nuclear translocation activity, % at 5 µM;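 active = nuclear translocation activity above 50% at 5 µM, with a well cell count of 50 or more; inconclusive = wells under 50 cells across six images, flagged as toxic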;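 also: per-cell ratio of nuclear to cytoplasmic median beta-catenin stain intensity; plate controls were DMSO negative control for no effect and GSK-3 inhibitor IX positive control for full effect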
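Test system: human HeLa cells, endogenous beta-catenin. Times: 24 h compound exposure, 37°C. Measured by: beta-catenin immunofluorescence imaging with DAPI.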
Autophagy HCS = autophagy modulators in MEF cells, primary screen, imaging, high-content, MEF GFP-LC3; MEF GFP-LC3 puncta imaging; test concentration mostly 10 µM; calls only at 10 µM (by protocol); 190,000 compounds, 0.98% hits; AID 463193, 2010;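 active = percentage of spot-positive cells more than 3 SD above its plate mean, without a fluorescence outlier flag or 80% toxicity; inconclusive = no clear call, values can overlap the other calls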;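 also: spot-positive cell cutoff set from DMSO-treated cells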
Hep lipid drop = inhibitors of hepatocyte lipid droplet formation, primary screen, imaging, high-throughput imaging, BODIPY stain | AML12 mouse hepatocytes, oleate lipid droplets | inhibition, % at 6.5 µM | 240,000 compounds, 0.4% hits | AID 1656, 2009;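 active = lipid droplet intensity inhibited by at least 50%, with more than 500 cells counted; inconclusive = wells with under 300 cells, treated as cytotoxic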
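Assay system: AML12 hepatocytes (mouse); Probe or stimulus: oleic acid at 100 µM to induce lipid droplet formation; Dosing: compound at 6.5 µM only; Schedule: compound with oleate, overnight; Detection: fluorescence imaging, 20x objective, two fields per well; Measure: % inhibition of lipid droplet signal.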
TNAP activators = human TNAP enzyme activators, primary screen, biochemical, luminescent, no phosphate acceptor, uHTS (AID 1001). purified TNAP, luminescent activation assay, no phosphate acceptor; higher activation fold means a stronger effect. one-dose activation fold at 20 µM; EC50 in µM for titrated hits. 200,000 compounds, 0.03% hits; in the data active = activation fold from about 3, or a potency from the dose series; inactive = the rest, 99 in 100 with activation fold below about 1.6; also: many of its hits are not listed in these tables
T cell HTS = modulators of CD8 T cell-vesicle binding, primary screen, mouse 2C CD8+ T cells, flow cytometry; 2C CD8+ T cell-vesicle binding; stronger effect = lower value; calls only at 7 µM; 330,000 compounds, 0.068% hits;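 active = response, share of CD8 T cells binding vesicles, and their 90th percentile fluorescence all below set limits, cut at about 80% in these data, passing the limit was not always enough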
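Also added: QL9-peptide-loaded Drosophila micro-vesicles bearing Ld, ICAM-1 and B7-1; Test system: purified 2C TCR transgenic mouse naive CD8+ T cells; Measured by: cytometric PE anti-B7-1 and Alexa647 anti-CD8 signals after 1% paraformaldehyde fixation; Timing: binding step 1.5 h, 37 °C, antibody labelling 20 min, ice.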
human PMI inhibitors = human PMI inhibitors, high substrate, primary screen, biochemical, fluorescence intensity, high mannose 6-phosphate (AID 1220). 190,000 compounds, 0.66% hits. one-dose inhibition, % at 20 µM; IC50 in µM for titrated hits. recombinant PMI enzyme, coupled fluorescence intensity; higher % means a stronger effect
human PMI inhibition = inhibitors of human PMI, primary screen, biochemical, fluorescence intensity, coupled assay (AID 1209); Mannose-6-phosphate isomerase (Homo sapiens); purified PMI enzyme, coupled fluorescence intensity; higher % means a stronger effect; one-dose inhibition, % at 20 µM; IC50 in µM for titrated hits; 190,000 compounds, 0.42% hits;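 also: plate controls were DMSO vehicle for no effect and wells lacking substrate for full effect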
Ins promoter up = insulin promoter activators in MIN6 cells, imaging, high-content screening, mouse beta cells; AID 1625, 2009; 190,000 compounds, 0.3% hits; MIN6 insulin promoter-GFP reporter; stronger effect = higher value; z-score at 5 µM;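 active = z-score above 3 at 5 µM with at least 500 cells counted in the well; inconclusive = wells under 500 cells, flagged as cytotoxic or low count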
MT stabilizer = microtubule stabilizers in HeLa cells, primary screen, imaging, high-content imaging; HeLa tubulin immunostaining HCS, 24 h; share of cells brighter than vehicle mean+2SD; 200,000 compounds, 0.83% hits; AID 2205, 2009; % tubulin-high responders, % at 10 µM;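 active = plate Z-score above 3 for both tubulin-high and condensed-nucleus cell shares, with cell loss under 80%, at 10 µM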;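 also: anti alpha tubulin signal scored within the nucleus-defined area of each cell; some results filed as inactive read as strong as hits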
Ins promoter up cell count = further read-out of Ins promoter up, marked with its call; cell count; measured here: cytotoxicity, nuclei count;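 total cells summed across four imaged fields per well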
Hep lipid drop cells 6.5 µM = second read-out of Hep lipid drop, no call of its own (marks repeat the call); cell count; measured here: cell count, cytotoxicity flag;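 cells counted across two imaged fields per well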
bCat nuc transl cell count 5 µM = also measured in bCat nuc transl; calls as there; cell count; measured here: cell count, cytotoxicity flag
T cell HTS vesicle-bound % = second read-out of T cell HTS, no call of its own (marks repeat the call); double positive events, %; measured here: CD8+ vesicle-bound cell fraction;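 binding gate set so that unloaded-vesicle control wells show 10% double positive cells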
MT stabilizer Hoechst-high % = recorded beside MT stabilizer, whose call it bears; % Hoechst-high responders; measured here: nuclear condensation Hoechst responders;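 share of cells brighter than vehicle mean plus two SD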
MT stabilizer cytotoxicity % = also measured in MT stabilizer; calls as there; toxicity, %; measured here: cytotoxicity by cell density;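 0% = mean cell density of plate MIN control wells and 100% = no cells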
Autophagy HCS cell loss 18 h = also measured in Autophagy HCS; calls as there; toxicity, %; measured here: cell loss, nuclei count;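 cell loss after 18 h compound exposure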
* = called active by the depositor; i = inactive; u = inconclusive; x = no result given. Rule as the data show it, unless noted: active = inhibition above about 50%; inactive = the rest. Compounds were not picked by outcome; any-hit rate near 2.9%.

molecule	bCat nuc transl	bCat nuc transl cell count 5 µM	Autophagy HCS	Autophagy HCS cell loss 18 h	Hep lipid drop	Hep lipid drop cells 6.5 µM	TNAP activators	T cell HTS	T cell HTS vesicle-bound %	human PMI inhibitors	human PMI inhibition	Ins promoter up	Ins promoter up cell count	MT stabilizer	MT stabilizer Hoechst-high %	MT stabilizer cytotoxicity %
Cc1ccc(NC(=O)C2CCN(S(=O)(=O)c3c(C)noc3/C=C/c3ccco3)CC2)nc1	x	x	i	-17	0	608	1.1	i	27	9%	9%	-0.34	1365	4.7	3.6	3.0
CC(C)NC(=O)c1cc2c(-c3ccc(Cl)cc3)nn(C)c2s1	1.1	1117	i	4	x	x	1.1	i	48	9%	6%	-0.45	899	0.9	3.9	8.8
CCc1nc(NCc2ccc3c(c2)OCO3)c2oc3ccccc3c2n1	0.7	1443	i	2	x	x	1	i	57	6%	5%	-0.9	1180	2.5	1.8	3.5
CN1CCN(CC(=O)Nc2ccc([N+](=O)[O-])cc2Br)CC1	-5.7	1123	i	-1	15	697	1	i	16	-6%	-4%	1.3	1659	1.4	1.7	11
Cc1cc(C)nc(/N=C(\NC(=O)C(C)(C)C)Nc2ccccc2)n1	-4.5	1160	x	x	1	719	x	i	21	x	x	-0.46	1296	x	x	x
Cc1nc2nc(SCC(=O)NCc3ccco3)nn2c(C)c1Cc1c(F)cccc1Cl	1.1	1305	i	14	x	x	1	i	65	1%	-5%	-0.37	1646	20	3.0	50
CSc1nnnn1-c1c(C)cc(C)cc1C	-0.8	1368	x	x	-11	724	x	i	44	x	x	0.21	1014	x	x	x
CCOC(=O)N1CCN(C(=S)NC(=O)c2cc(Br)ccc2Cl)CC1	-1.1	1114	i	5	36	732	1.1	i	48	-3%	0%	-0.44	1303	1.8	1.9	3.4
N#Cc1c(/N=C/c2cccs2)sc2c1CCCCC2	0.8	1014	i	-9	4	769	1	i	12	12%	19%	0.68	1328	1.8	1.4	6.4
NC(=NC(=O)c1ccccc1)N1CCN(C(c2ccccc2)c2ccccc2)CC1	-0.8	1346	x	x	-18	706	x	i	39	x	x	-0.91	1022	x	x	x
O=C(CN1CCN(Cc2ccc(Cl)cc2)CC1)N/N=C/c1ccncc1	-4.5	540	i	10	-3	626	1	i	52	2%	1%	0.59	1373	1.6	1.9	6.2
CC(C)CN1C=C2C(=O)C(C)(OC(=O)CCc3ccccc3)C(=O)C=C2C=C1c1ccc(C#N)cc1 (stereo not given)	-1.3	1174	x	x	14	616	x	i	21	x	x	0.11	1046	x	x	x
FC(F)(F)c1nnc2ccc(N3CCOCC3)nn12	1.7	1098	i	8	-6	805	1.1	i	36	-6%	0%	0.51	1270	1.1	1.3	0.2
Cc1cc(C(=O)N/N=C/c2ccc([N+](=O)[O-])o2)c(C)o1	3.0	1234	x	x	5	762	x	i	47	x	x	-1	1445	x	x	x
Cn1c(SCC(=O)Nc2ccc3nc(SCC(=O)N4CCCC4)sc3c2)nnc1-c1ccc(N)cc1	-5.9	1087	i	-3	2	762	1	x	x	-19%	-7%	0.06	917	2.6	1.3	4.2
Cc1ccc(C)c2[nH]c(=O)c(C(c3nnnn3CCc3ccccc3)N3CCOCC3)cc12 (stereo not given)	-2.7	930	i	-7	x	x	1.1	i	34	-4%	-9%	-0.36	1173	4.9	3.3	7.4
Cc1ccc(NC2=C(Cl)C(=O)c3ccccc3C2=O)cc1	-1.7	1103	i	7	-9	617	1	i	33	42%	3%	u	x	7.1	1.5	12
O=C(c1cnn(-c2ccccc2)c1-n1cccc1)N1CCN(C2CCCCC2)CC1	-2.5	1121	i	-3	5	716	1	i	19	1%	5%	0.62	1508	2.0	1.5	9.2
Cc1ccc2oc(Nc3nc(C)c(C)c(C)n3)nc2c1	-1.7	1107	x	x	8	688	x	i	47	x	x	0.3	1443	x	x	x
COc1cc(NC(=O)CN2CC(c3ccccc3)CC2=O)cc(OC)c1 (stereo not given)	2.8	925	i	-4	0	760	1.1	i	36	1%	-3%	-0.09	1298	4.4	1.7	4.0
CCC1(C(=O)OC)NC(c2ccco2)C2C(=O)N(c3ccccc3)C(=O)C21 (stereo not given)	-15	977	i	24	x	x	1.1	i	21	10%	1%	x	x	1.2	1.7	8.3
CCNC(=S)Nc1cccc(F)c1C	-0.3	1012	i	14	21	661	1.1	i	60	6%	8%	-0.54	1613	5.6	3.8	2.5
CC1=[N+]([O-])C(C)(C)C(C)N(O)C1=O (stereo not given)	x	x	i	7	x	x	1.1	i	33	6%	10%	x	x	0.6	2.1	7.5
O=C(NCCCn1ccnc1)/C(=C\c1cccnc1)NC(=O)c1cccc(Br)c1	1.2	470	i	-12	16	613	1	i	17	0%	-1%	-0.24	1298	3.7	3.0	15
COc1ccc(C(C)=O)cc1COc1ccc(-n2cnnn2)cc1	-9.0	1113	i	0	6	778	1	i	46	3%	11%	0.34	817	2.7	2.5	4.3

Further compounds
molecule	bCat nuc transl	bCat nuc transl cell count 5 µM	Autophagy HCS	Autophagy HCS cell loss 18 h	Hep lipid drop	Hep lipid drop cells 6.5 µM	TNAP activators	T cell HTS	T cell HTS vesicle-bound %	human PMI inhibitors	human PMI inhibition	Ins promoter up	Ins promoter up cell count	MT stabilizer	MT stabilizer Hoechst-high %	MT stabilizer cytotoxicity %
CN1CCN(c2nc3c(c(=O)n(C)c(=O)n3C)n2CC(=O)C23CC4CC(CC(C4)C2)C3)CC1	-6.2	827	i	6	x	x	1.1	i	13	2%	15%	-0.47	864	3.2	1.9	8.6
CCOC(=O)c1csc(NC(=O)CSc2nnnn2CC)n1	-8.2	973	i	-13	x	x	1.1	i	43	2%	5%	1.1	1328	1.9	2.2	9.7
O=C(c1ccccc1)N1CCc2ccccc21	2.3	1040	i	0	0	776	1.1	i	30	-6%	8%	0.69	935	2.4	2.8	7.4
Cc1nc2sc3c(c2c(=O)n1N)CCC3	-0.6	1052	i	-4	8	698	1	i	44	12%	11%	1.4	1092	3.4	2.2	0.5
NS(=O)(=O)c1ccc(N=Nc2c(O)ccc3ccccc23)cc1	1.1	968	i	16	14	698	0.9	i	33	33%	11%	-0.42	1338	3.7	1.5	15
O=[N+]([O-])c1ccc(N2CCN(S(=O)(=O)c3ccccc3)CC2)cc1NCc1ccco1	-0.9	1053	i	30	7	631	1	i	26	29%	18%	-0.97	1356	5.6	8.7	12
Cc1ccc(OCCc2csc(N)n2)cc1	1.0	1087	i	-7	19	724	1	i	52	-3%	-3%	-0.32	1156	3.6	2.6	6.7
Fc1ccc(CN2C3=NCCCN3c3ccccc32)cc1	-3.0	563	i	-3	2	589	1.2	i	38	-8%	-12%	-0.29	1265	1.7	2.5	0.7
FC(F)(F)c1ccc(Oc2ccc3c(C(F)(F)F)cc(C(F)(F)F)nc3n2)cc1	4.1	1413	i	-3	x	x	1	i	40	2%	0%	-0.1	1479	2.1	0.7	0.1
CCc1nnc(NC(=O)CSc2nc3c(cc2C#N)CCC3)s1	3.2	1131	i	-5	4	816	1	i	64	7%	7%	0.7	1221	1.7	2.2	1.1
Oc1ccc(-n2cnnn2)cc1	-11	1090	i	-1	9	810	1.1	i	24	-5%	-9%	x	x	3.2	2.3	7.7
CCOc1ccc(CSCCNC(=S)Nc2ccc(OC)cc2)cc1	-0.2	1340	x	x	-17	671	x	i	21	x	x	-2.4	885	x	x	x
CCOC(=O)c1csc(NC(=O)CSc2nnnn2-c2ccc(OCC)cc2)n1	4.2	964	i	-10	x	x	1.1	x	x	3%	-4%	-0.17	1515	6.4	5.2	4.7
COCc1cc(C)nc(SCC(=O)Nc2cccc(C)c2)c1C#N	-1.0	1124	i	2	-8	773	1	i	14	-6%	-8%	0.8	1078	13	4.3	98
O=C(COC(=O)c1ccc[nH]c1=O)NCC1CCCO1 (stereo not given)	1.0	930	i	8	22	719	1.1	i	49	3%	-2%	x	x	4.4	2.5	2.0
CCCCCN(C(=O)NC(=O)Nc1ccccc1C)S(C)(=O)=O	-7.5	1029	i	0	x	x	1.1	i	35	1%	0%	0.7	1213	2.6	2.0	12
C[C@@H](C(=O)Nc1ccc2ccccc2c1)[C@H]1C[C@]1(C)[C@H](NC(=O)c1cccnc1)c1ccccc1	-1.7	572	i	22	-14	602	1.2	i	14	6%	2%	0.09	1141	4.3	3.3	9.2
CCCCOc1nc2c(c(=O)n(C)c(=O)n2C)n1C	0.2	1135	x	x	12	663	x	i	62	x	x	0.02	1461	x	x	x
COc1ccc(N2CC(C(=O)Nc3nnc(SCC(=O)NC(C)(C)C)s3)CC2=O)cc1 (stereo not given)	-3.7	987	i	-10	21	694	1.1	i	32	6%	0%	-0.77	1591	2.0	1.7	10
COc1cccc(C(=O)N2CCN(S(C)(=O)=O)CC2)c1	-1.1	1105	i	-5	-6	745	1	i	39	1%	-1%	0.16	809	2.9	2.0	7.6

Retrieved by structure from the entries so far, two records:
molecule	bCat nuc transl	bCat nuc transl cell count 5 µM	Autophagy HCS	Autophagy HCS cell loss 18 h	Hep lipid drop	Hep lipid drop cells 6.5 µM	TNAP activators	T cell HTS	T cell HTS vesicle-bound %	human PMI inhibitors	human PMI inhibition	Ins promoter up	Ins promoter up cell count	MT stabilizer	MT stabilizer Hoechst-high %	MT stabilizer cytotoxicity %
Oc1ccc(-n2cnnn2)cc1	-11	1090	i	-1	9	810	1.1	i	24	-5%	-9%	x	x	3.2	2.3	7.7
COc1cccc(C(=O)N2CCN(S(C)(=O)=O)CC2)c1	-1.1	1105	i	-5	-6	745	1	i	39	1%	-1%	0.16	809	2.9	2.0	7.6
